MBD2 inh = inhibitors of human MBD2 binding to methylated oligonucleotide; Q9UBB5; TR-FRET; inhibition, % at 4.4 µM; 370,000 compounds, 0.31% hits; AID 686964; in the data active means inhibition above about 13%
SIAE primary = inhibitors of human sialic acid acetylesterase SIAE. inhibition, % at 9.66 µM. 370,000 compounds, 0.69% hits. SIAE FP-Rh probe binding, fluorescence polarization. AID 1053197;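 active means inhibition above a cutoff: mean of compounds within the control limits plus 3 SD of those, cut at about 17% in these data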;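 further: 0% = plate median of compound wells and 100% = probe without SIAE protein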
NPR1 activator = GC-A (human) enzyme activation | HEK293 GC-A cells, cGMP TR-FRET, EC30 ANP; 0% at EC30 ANP, 100% saturating ANP | activation, % at 10 µM | 370,000 compounds, 0.14% hits; in the data active means activation above about 40%
HTRA1 inhibitor = HTRA1 (human) protease inhibition; Q92743; recombinant HTRA1, FP-rhodamine activity-based probe, fluorescence polarization; inhibition, % at 5.96 µM; 340,000 compounds, 0.5% hits; AID 504803; in the data active means inhibition above about 36%;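 further: 0% = enzyme with DMSO and 100% = wells lacking enzyme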
GC-B act = GC-B (human) receptor activation; P20594; HEK293-GC-B cells, CNP EC30, cGMP TR-FRET; 0% at EC30 CNP, 100% saturating CNP; activation, % at 10 µM; 370,000 compounds, 0.11% hits;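 active means activation at 10 µM reaching about 35% in either raw or pattern-adjusted values, limit read from the data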
rCAG RNA binder = r(CAG) repeat RNA binding; TO-PRO-1 dye displacement fluorescence; inhibition, % at 3 µM; 370,000 compounds, 1.3% hits; AID 651821;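 active means inhibition above the plate cutoff, the mean of all test compounds on that plate plus 3 SD, cut at about 35% in these data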;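 further: 0% = DMSO alone and 100% = 100 µM mitoxantrone as full dye displacement; higher means more dye released from RNA so lower well fluorescence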
ABHD4 inh = ABHD4 (mouse) inhibition, primary FP screen; Q8VD66; purified mABHD4, FP-Rh probe fluorescence polarization; inhibition, % at 8.92 µM; 370,000 compounds, 0.54% hits; AID 720543;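 active means inhibition exceeding the mean over every tested compound plus 3 SD, cut at about 30% in these data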;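 further: 0% = plate median of compound wells and 100% = S159A mutant with DMSO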
Target sequence (Q8VD66 whole entry, looked up): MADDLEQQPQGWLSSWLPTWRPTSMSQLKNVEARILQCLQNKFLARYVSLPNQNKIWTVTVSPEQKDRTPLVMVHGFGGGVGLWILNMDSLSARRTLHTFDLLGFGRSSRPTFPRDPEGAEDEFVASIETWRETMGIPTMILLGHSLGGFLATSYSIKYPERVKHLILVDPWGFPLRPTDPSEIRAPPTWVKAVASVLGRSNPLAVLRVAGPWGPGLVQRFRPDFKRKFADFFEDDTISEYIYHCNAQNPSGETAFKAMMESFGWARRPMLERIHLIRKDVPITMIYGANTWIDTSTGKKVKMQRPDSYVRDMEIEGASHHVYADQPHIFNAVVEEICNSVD
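Assay system: Wild-type mouse ABHD4 protein | Medium: HEPES pH 7.0 buffer, 150 mM NaCl, 0.01% Pluronic F-127 | Incubation: Enzyme–compound pre-incubation 45 min, then probe 60 min, both 25 °C | Technique: Fluorescence polarization with parallel and perpendicular emission, 525/598 nm | Evaluation: % inhibition of FP-Rh probe binding versus controls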
PRMT1 FP inh = PRMT1 (human) inhibition, primary screen; inhibition, % at 2.79 µM; 370,000 compounds, 1.3% hits; recombinant PRMT1, activity-based probe fluorescence polarization; AID 652257;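 active means inhibition above about 21% made by adding two undisclosed values, limit read from the data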
TCR CD3 inh = human TCR-CD3 binding inhibition; AID 651800; 360,000 compounds, 0.37% hits; TAMRA-labeled TCR probe fluorescence, biochemical; inhibition, % at 9.4 µM; in the data active means inhibition above about 19%;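 further: recombinant mutant TCR 2C K166C tagged with TAMRA read by polarization; 0% = receptor in buffer alone and 100% = receptor with positive control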
UHRF1 binding = human UHRF1 methylated DNA binding inhibitors; Q96T88; UHRF1 binding to methylated oligo, TR-FRET; inhibition, % at 4.4 µM; 370,000 compounds, 0.75% hits; in the data active means inhibition above about 21%;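 further: UHRF1 SRA domain binding a hemimethylated CpG hairpin DNA probe; 0% = median of test compound wells and 100% = reference inhibitor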
Target sequence (Q96T88 whole entry, looked up, the tested form may be a part): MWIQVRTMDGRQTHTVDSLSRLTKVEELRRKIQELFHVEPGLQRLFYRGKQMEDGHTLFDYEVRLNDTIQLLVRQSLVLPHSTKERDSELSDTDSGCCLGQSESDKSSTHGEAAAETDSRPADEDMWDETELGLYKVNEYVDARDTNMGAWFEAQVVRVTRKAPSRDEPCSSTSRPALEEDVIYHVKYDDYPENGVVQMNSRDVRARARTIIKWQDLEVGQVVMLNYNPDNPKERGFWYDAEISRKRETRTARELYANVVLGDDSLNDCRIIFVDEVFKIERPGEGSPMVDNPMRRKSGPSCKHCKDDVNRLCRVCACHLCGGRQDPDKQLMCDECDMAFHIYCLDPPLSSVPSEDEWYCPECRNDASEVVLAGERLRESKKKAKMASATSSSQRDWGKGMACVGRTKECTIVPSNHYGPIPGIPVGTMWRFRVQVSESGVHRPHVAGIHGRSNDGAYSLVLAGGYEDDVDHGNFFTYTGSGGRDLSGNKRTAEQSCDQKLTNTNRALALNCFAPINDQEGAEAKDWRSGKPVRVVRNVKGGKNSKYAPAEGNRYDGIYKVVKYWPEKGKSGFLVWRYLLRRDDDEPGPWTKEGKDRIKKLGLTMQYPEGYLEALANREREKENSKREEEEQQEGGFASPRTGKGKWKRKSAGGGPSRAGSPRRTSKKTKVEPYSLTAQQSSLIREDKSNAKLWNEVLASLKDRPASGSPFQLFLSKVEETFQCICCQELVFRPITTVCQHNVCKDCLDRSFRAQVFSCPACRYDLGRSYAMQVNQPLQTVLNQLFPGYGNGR
* hit, by the source's call; / = no result given.

nr	Structure	MBD2 inh	SIAE primary	NPR1 activator	HTRA1 inhibitor	GC-B act	rCAG RNA binder	ABHD4 inh	PRMT1 FP inh	TCR CD3 inh	UHRF1 binding
1	CCOC(=O)CCCCC1C(CCCC(=O)OCC)C=NN1C (stereo not given)	-6	2	-1	-1	10	2	8	-6	8	1
2	Cc1c(Cl)cccc1NC(=S)N1CCc2ccccc2C1	-7	4	-2	-5	8	0	0	-2	2	-4
3	COc1ccccc1CC(=O)Nc1ccc2[nH]ncc2c1	5	-1	-4	6	1	1	-8	7	-2	2
4	Cc1ccccc1-c1noc(CCC(=O)NCCc2ccccc2)n1	-5	-2	-5	4	-4	-3	-13	-5	-1	2
5	O=C(NCCc1ccccc1F)c1cc2ccccn2n1	1	-6	-1	/	1	-1	-2	-6	/	0
6	CC(C)(C)NC(=O)C(c1ccccn1)N(C(=O)C1CSC(=O)C1)c1cccc(F)c1 (stereo not given)	0	11	-5	-16	-2	-7	1	-7	5	-3
7	CN(C)C(=O)CSc1nc2cc(S(=O)(=O)N3CCOCC3)ccc2o1	2	12	3	-4	4	0	1	13	-1	2
8	COc1ccccc1CNC(=O)CN1C(=O)NC(C)(c2ccc(C(C)(C)C)cc2)C1=O (stereo not given)	-4	2	0	-21	-1	-7	-9	-4	2	-1
9	CC(NC(=O)Cc1ccccc1)C(c1ccccc1)N1CCOCC1 (stereo not given)	-2	4	5	5	4	-6	1	-1	11	0
10	N#C/C(=C\c1cn(CCOc2ccccc2F)c2ccccc12)C(=O)NCc1cccs1	-3	-7	-14	1	-8	1	-13	-4	-6	1
11	Cc1c(NC(=O)CSc2nnc(C(C)N(C)C)n2-c2ccccc2)c(=O)n(-c2ccccc2)n1C (stereo not given)	-2	4	4	12	2	0	1	-3	1	-1
12	COc1cc(/C=N/O)ccc1OCc1ccc(Cl)cc1	0	-5	2	/	-7	0	-28	2	-5	0
13	CC1(C(=O)Nc2cccc(C#N)c2)CCN1C(=O)CCc1ccccc1 (stereo not given)	3	3	0	/	7	3	2	-1	7	1
14	C=CCc1c(C)nc(SCC(=C)C)[nH]c1=O	3	9	2	4	-1	-2	4	1	1	-2
15	O=C(CN1C(=O)c2ccccc2S1(=O)=O)c1ccc(O)c(O)c1	2	8	-2	28	-4	17	28	4	0	2
16	O=C(NCC1CCCCC1)c1ccc(Cl)nc1	-1	6	-1	2	3	1	-3	-2	-3	5
17	O=C1NC(c2ccc(F)cc2)Oc2ccccc21 (stereo not given)	5	6	1	4	3	-4	2	2	-7	1
18	O=C(Cn1cnc2ccccc2c1=O)Nc1nnc(SCc2ccc(Cl)cc2)s1	4	0	-4	-3	2	3	-10	1	-4	3
19	Cc1ccc(-n2c(C)cc(C(=O)OCC(=O)N(CC(C)C)C3CCS(=O)(=O)C3)c2C)cc1 (stereo not given)	-4	3	-2	-9	2	-9	2	0	-3	-3
20	CC1CCc2nn(CC(=O)NCCN3CCOCC3)cc2C1 (stereo not given)	-3	2	-2	0	5	0	7	2	-2	0
21	O=C(NC(O)C(=O)c1ccc(F)cc1)c1ccc(F)cc1 (stereo not given)	5	-7	-2	8	0	-4	1	12	-5	1
22	Fc1ccccc1NC(=S)N1CCN(c2ccccn2)CC1	-3	1	1	-4	4	4	-1	-3	-8	6
23	CCC(=O)Nc1nnc(SCC(=O)NC2CCCC2)s1	0	-1	-2	-5	1	-1	7	4	0	1
24	CC(=O)c1ccc(OCCCC(=O)Nc2cc(Cl)ccc2-n2cncn2)cc1	-5	-3	-3	2	0	-1	-3	-3	-10	4
25	Cc1ccccc1NC(=O)C(NC1CCCCC1)C(C)C (stereo not given)	0	1	-6	-2	-4	-6	4	0	-1	-1
26	Cc1ccc(-c2cc(C(F)(F)F)n3nc(C(=O)NCCCn4ccnc4)cc3n2)cc1C	3	-2	18	-5	15	-4	-6	-2	-3	-2
27	CCOC(=O)CSC1=C(C#N)C(c2sccc2C)C(C(C)=O)=C(C)N1 (stereo not given)	2	4	-4	-9	4	-6	4	4	-7	4
28	CCOc1cc(C2Nc3ccccc3NC3=C2C(=O)CC(C)(C)C3)ccc1O (stereo not given)	-3	8	-6	9	0	2	10	3	-7	-6
29	Cc1ccc(-n2c(SCC(N)=O)nnc2-c2cnccn2)cc1	-1	1	1	/	6	3	4	0	6	-1
30	O=C(O)c1cccc2c1C(=O)N(C1CCCC1)C2	0	-10	0	-4	-5	1	3	0	7	-1
31	CCCN(C(=O)c1ccc2c(SCC(=O)O)c3c(nc2c1)CCC3)c1cccc(C)c1	-7	13	5	-4	1	17	2	1	-4	-3
32	CCc1cccc(NC(=O)c2cccc3c2C(=O)N(CC2CCCO2)C3)c1 (stereo not given)	7	0	-2	-35	-13	3	-23	-7	-2	-4
33	O=C(Nc1nnc(C2CC2)o1)c1ccc(S(=O)(=O)N2CCc3ccccc3C2)cc1	-2	1	-1	7	0	24	-13	-1	7	-5
34	C/C(=N\Nc1ccccc1C(=O)O)c1ccncc1	3	0	-1	-2	-1	1	0	-1	-5	1
35	O=C(CN1CCN(Cc2ccccc2)CC1)NCc1ccc(Cl)cc1	0	0	-1	8	-6	-10	1	-2	0	-1
36	CCn1cc(C(=O)N2CC(C)CC(C)C2)c(=O)c2cc(S(=O)(=O)N3CCCC3)ccc21 (stereo not given)	-7	2	-3	1	2	-7	3	3	-4	-1
37	CN(C)S(=O)(=O)c1ccc(C(=O)Oc2ccccc2)cc1	-3	-2	2	0	4	-3	0	-1	4	1
38	Cc1cccc(NC(=O)CNC(=O)COc2ccc(-c3ccc(C#N)cc3)cc2)c1C	-2	-24	8	1	-2	-1	-8	-4	7	-4
39	O=C(/C=C/c1ccc2c(c1)OCO2)Nc1c(C(=O)O)[nH]c2ccccc12	0	-13	-4	2	6	45*	11	-1	0	4
40	CCOC(=O)N(NC(=O)C(O)(c1ccccc1)c1ccccc1)c1ccccc1	-1	-1	-6	-7	-8	2	-7	-3	-2	4
41	CN(C(=O)c1cccc(C#CC(C)(C)O)c1)C1CCCN(Cc2ccccc2F)C1 (stereo not given)	0	2	2	2	-3	-10	-9	1	6	-4
42	O=C(NC1CCCC1)c1cccc(S(=O)(=O)N2CCCC2)c1	12	-2	1	6	5	1	5	0	4	18
43	Cc1ccc(C(C)C)c(OCc2ccc(C(=O)N/N=C/c3ccc(C(=O)O)cc3)cc2)c1	-6	-107	-4	-17	-5	18	-26	-3	7	-2
44	COC(=O)CC(=O)CSc1nc2c(cc1C#N)CCC2	3	-1	0	-3	0	3	2	12	-10	1
45	CCCC(NC(=O)Cc1c(C)c2c(cc(C)c3c(C)coc32)oc1=O)C(=O)O (stereo not given)	-9	12	2	-6	-9	13	-4	-8	-2	-2
46	COC(=O)c1ccc(OCC(O)CN2CCC(C)CC2)cc1 (stereo not given)	0	0	3	-10	-5	-1	1	12	2	1
47	CC(NS(=O)(=O)c1ccc2c(c1)OCCO2)c1ccccc1 (stereo not given)	2	-7	0	3	2	8	-1	-2	-4	-3
48	O=C(CC1C(=O)NCCN1Cc1ccccc1C(F)(F)F)NC1CCCC1 (stereo not given)	-5	12	1	0	-6	-5	1	2	3	0

Arranged by SMILES length (rising): part of the list above.
nr	Structure	MBD2 inh	SIAE primary	NPR1 activator	HTRA1 inhibitor	GC-B act	rCAG RNA binder	ABHD4 inh	PRMT1 FP inh	TCR CD3 inh	UHRF1 binding
48	O=C(CC1C(=O)NCCN1Cc1ccccc1C(F)(F)F)NC1CCCC1 (stereo not given)	-5	12	1	0	-6	-5	1	2	3	0
41	CN(C(=O)c1cccc(C#CC(C)(C)O)c1)C1CCCN(Cc2ccccc2F)C1 (stereo not given)	0	2	2	2	-3	-10	-9	1	6	-4
43	Cc1ccc(C(C)C)c(OCc2ccc(C(=O)N/N=C/c3ccc(C(=O)O)cc3)cc2)c1	-6	-107	-4	-17	-5	18	-26	-3	7	-2

Further results.
nr	Structure	MBD2 inh	SIAE primary	NPR1 activator	HTRA1 inhibitor	GC-B act	rCAG RNA binder	ABHD4 inh	PRMT1 FP inh	TCR CD3 inh	UHRF1 binding
49	CCOC(=O)c1nnn(-c2nonc2-n2cccc2)c1CN1CCCCC1	5	-11	-2	-15	-3	-3	0	-3	0	-2
50	CCN(CC)CCOC(=O)/C=C/c1ccccc1OC	-4	-4	-4	0	2	-2	5	-2	3	-2
51	CNC(=S)N(Cc1cc2cc(C)cc(C)c2[nH]c1=O)C1CCCC1	4	-1	-4	-6	-5	-3	2	1	-1	1
52	O=C(NCC1CCCO1)c1ccc2c(c1)S(=O)(=O)c1ccccc1C2=O (stereo not given)	1	3	1	-6	3	2	2	0	5	-4
53	COc1ccc(-c2oc3c(c2C#CC2(O)CCCCC2)C(OC(C)=O)CCC3)cc1 (stereo not given)	4	-4	-4	/	4	3	-6	5	0	4
54	CCN(CC)S(=O)(=O)c1ccc(N2CCN(c3cccc(OC)c3)CC2)c([N+](=O)[O-])c1	3	-2	-3	-3	1	-1	-3	-4	8	-3
55	NC(=O)COc1ccc(Cc2ncc(C(F)(F)F)cc2Cl)cc1	0	-8	3	-3	3	-4	-1	8	-5	1
56	CCC(C)[C@H](NC(=O)NCc1ccco1)C(=O)O (stereo not given in full)	-3	4	4	0	7	-2	5	-2	2	5
57	CC(C)[C@H](NC(=O)C1CC1)C(=O)N1CCC[C@H]1C(=O)NCCc1ccccc1Cl	-2	3	-1	/	0	3	6	-1	2	3
58	COc1ccc(C(CNC(=O)c2ccc(S(=O)(=O)N(C)C)cc2)N2CCCC2)cc1 (stereo not given)	-6	12	-5	-5	0	-1	1	-7	2	-1
59	O=C(CSc1nnc(Cc2ccccc2)n1Cc1ccccc1)NCc1ccco1	2	4	-2	-2	6	-4	4	2	-3	16
60	CCOc1ccc(NC(=S)N/N=C(\C)Cc2ccc(OC)cc2)cc1	1	8	3	5	-1	3	6	-1	11	-2
61	COc1ccc(S(=O)(=O)N2CCCC(C(=O)NCC3CCCO3)C2)cc1C (stereo not given)	5	5	1	0	4	-9	1	6	-6	-1
62	O=c1c(-c2ccco2)[n+]([O-])c2ccccc2n1OCc1c(F)cccc1F	-1	1	2	9	-1	3	11	0	8	0
63	Cc1cccc2nc3c(nc12)CCCC3	0	-2	1	2	-2	2	4	-4	7	-1
64	Cc1c(C=O)n(C)n(-c2ccccc2)c1=O	15*	-7	0	12	5	-7	-8	6	0	25*
65	O=C(c1cc2cc(F)ccc2[nH]1)N1CCc2ccccc21	-6	-1	7	-11	12	5	0	-2	-2	0
66	CCOc1ccc(N2CC(C(=O)Nc3ccc4c(c3)OCCO4)CC2=O)cc1 (stereo not given)	1	-3	-1	0	1	-1	4	0	6	2
67	NC(=O)c1ccc(NC(=O)CN2CCN(S(=O)(=O)c3ccc4ccccc4c3)CC2)cc1	-1	-1	-4	-5	-4	1	-6	0	4	-1
68	COc1ccc(-n2ncc3c2CC(C)(C)CC3NC(=O)Cc2nonc2C)cc1 (stereo not given)	0	-4	0	-4	1	-6	0	-1	1	1
69	O=c1ccc(-c2ccc(S(=O)(=O)N3CCN(c4ccccc4)CC3)o2)n[nH]1	-1	-2	-23	0	-1	3	0	-1	6	1
70	CCN(CC)c1ccc2c(C)c(-c3ccc(N)cc3)c(=O)oc2c1	-8	7	7	11	12	9	12	-2	3	-1
71	N#Cc1nc(COc2ccccc2)oc1NCCN1CCOCC1	-3	-2	1	2	3	-1	3	0	3	-1
72	Cc1ccc(C(O)c2ncc(-c3cccc(C(F)(F)F)c3)[nH]2)cc1 (stereo not given)	-1	-2	-2	/	-2	0	-24	-2	1	-2
73	CCC(=O)N1CCC1(C)C(=O)Nc1cc(OC)ccc1OC (stereo not given)	2	-5	0	/	0	0	1	0	-3	2

Assay outcomes from PubChem BioAssay.

Not all compounds are listed; the hit share may differ from the screen's.
